Compound activity deposited in PubChem BioAssay by National Center for Advancing Translational Sciences (NCATS).
PNC assembly inh – blocks assembly of the perinucleolar compartment. PC3M PTB-GFP, PNC prevalence imaging, 16 h; active compounds read low. activity change (PNC), negative = inhibition, % at 10 µM. actives 3.1% (n = 140,000);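 active = readout at or below -70, meaning at least 70% loss of cells showing the perinucleolar compartment, a nuclear body marking cancer cells; inconclusive = readout between -30 and a set limit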;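 also: plate controls were DMSO wells for no effect and camptothecin positive control wells for full effect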
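PC3M cells stably expressing PTB-GFP, 750–1000 cells/well, treated 16 h at 37 °C with compound (23 nl of library stock), in duplicate. After paraformaldehyde fixation and Hoechst stain, imaged at 20x; PNC prevalence scored by image analysis.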
IMPase cell inh – IMPase inhibition in cells; AID 901; 120,000 tested, under 10 active; CHO-M1 cells, IP1 accumulation, HTRF TR-FRET ratio; inhibition (IP1 accumulation), % at 46.1 µM; P97697; active = well fitted curve in the direction sought with a large enough effect in the signal ratio, not every such curve was filed as active; inconclusive = small, poorly fitted or top-dose-only effect, or a change in a side signal; inactive = no such curve, though single readings can be large or run the other way; the % refers to the signal ratio;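 also: cells stimulated with carbachol in lithium chloride buffer; plate controls were DMSO basal wells for no effect and reference inhibitor wells for full effect; higher means more IMPase inhibition seen as more IP1 and lower FRET ratio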
Target sequence (P97697 whole entry, looked up): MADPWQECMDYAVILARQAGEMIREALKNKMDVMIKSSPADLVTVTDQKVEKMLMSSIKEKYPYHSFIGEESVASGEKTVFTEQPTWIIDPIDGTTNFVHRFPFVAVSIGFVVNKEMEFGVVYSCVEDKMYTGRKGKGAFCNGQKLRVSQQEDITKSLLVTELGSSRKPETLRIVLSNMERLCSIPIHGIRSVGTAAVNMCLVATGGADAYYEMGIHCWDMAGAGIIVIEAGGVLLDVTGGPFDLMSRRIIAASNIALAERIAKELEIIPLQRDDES
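The IP-One HTRF competitive assay in carbachol-stimulated CHO-M1 cells quantifies cellular IP1. Compounds spanned up to 46 uM final, and activity is expressed as AC50 from concentration-response fits of the ratio and donor data.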
ALOX15B inhib – inhibitors of human 15-lipoxygenase 2 (ALOX15B); AID 881; purified 15hLO-2, xylenol orange hydroperoxide absorbance; Potency, µM (doses to about 57.1 µM), for inactives: at the highest dose activity change, negative = inhibition, most hits filed as inhibitors; O15296; actives 0.56% (n = 110,000); also: potency is read from the fitted curve at half-maximal effect; nearly all actives have a fitted effect of over 60% in size; many of its hits are not listed in these tables
Target sequence (O15296 whole entry, looked up): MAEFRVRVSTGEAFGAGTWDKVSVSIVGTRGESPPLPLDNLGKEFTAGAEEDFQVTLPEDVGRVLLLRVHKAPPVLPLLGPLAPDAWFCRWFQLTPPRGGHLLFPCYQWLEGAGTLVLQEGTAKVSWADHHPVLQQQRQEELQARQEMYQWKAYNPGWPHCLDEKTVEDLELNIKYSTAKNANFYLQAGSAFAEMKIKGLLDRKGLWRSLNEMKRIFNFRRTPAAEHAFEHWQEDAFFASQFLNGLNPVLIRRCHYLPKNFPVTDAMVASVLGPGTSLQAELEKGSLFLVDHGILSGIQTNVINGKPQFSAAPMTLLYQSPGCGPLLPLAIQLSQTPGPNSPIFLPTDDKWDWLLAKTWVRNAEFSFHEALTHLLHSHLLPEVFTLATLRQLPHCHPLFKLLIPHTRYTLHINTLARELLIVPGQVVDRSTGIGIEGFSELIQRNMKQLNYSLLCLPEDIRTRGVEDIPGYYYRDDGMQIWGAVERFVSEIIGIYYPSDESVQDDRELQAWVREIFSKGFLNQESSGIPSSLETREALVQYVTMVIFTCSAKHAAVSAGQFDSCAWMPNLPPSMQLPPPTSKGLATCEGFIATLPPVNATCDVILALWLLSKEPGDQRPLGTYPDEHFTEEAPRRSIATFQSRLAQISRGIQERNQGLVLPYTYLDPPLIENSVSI
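Purified human 15hLO-2 (50 nM final) preincubated with compounds 15 min at room temperature in 25 mM Hepes pH 7.5, 0.01% Triton X-100, then 45 uM arachidonic acid added for 90 min; hydroperoxide detected via ferrous/xylenol orange, 573/405 nm absorbance ratio.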
12-hLO inh – 12-hLO (ALOX12) enzyme inhibition. purified 12-hLO, xylenol orange hydroperoxide absorbance. P18054. actives 0.12% (n = 150,000). Potency, µM (highest dose often 57.1 µM), for inactives: at the highest dose activity change, negative = inhibition, most hits filed as inhibitors; also: potency is read from the fitted curve at half-maximal effect; nearly all actives have a fitted effect of over 55% in size; many of its hits are not listed in these tables
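Hydroperoxide formation by human 12-lipoxygenase from 40 uM arachidonic acid was followed colorimetrically via ferric-xylenol orange complex, using the 573/405 nm absorbance ratio. Enzyme concentration was 150 nM, with 30 min reaction at room temperature.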
* = called active by the depositor; ? = inconclusive; nt = not tested or not shown; [ ] = remark or other dose. Unless noted, calls follow the shape of the dose curve; as a rule, active = well fitted curve in the direction sought with a large enough effect; inconclusive = small, poorly fitted or top-dose-only effect, or another doubt; inactive = no such curve, though single readings can be large; an effect the other way counts as inactive or inconclusive. Unless noted, % is scaled to controls: 0 for no effect and ±100 for the full control effect. Not all compounds are listed; rates above refer to the full screens.

no.	PNC assembly inh	IMPase cell inh	ALOX15B inhib	molecule	12-hLO inh
1	-14.0	5.3	-7.8%	NC(=O)c1cc(S(=O)(=O)NC2CCCCC2)co1	-4.1%
2	-109.0*	nt	nt	O=C(c1cccs1)N1CCN(Cc2ccccc2)CC1	2.3%
3	?	13.1	nt	Cc1c(O)cc2n(c1=O)-c1ccccc1C2(C)C	-0.9%
4	3.5	10.8	-2.2%	O=C(CC1SCCNC1=O)Nc1cccc(Cl)c1 (stereo not given)	-2.8%
5	?	2.5	nt	COc1ccc(N(C)C(=O)c2cc3c(Cl)nc4ccccc4c3s2)cc1	-0.9%
6	-22.1	4.4	nt	CCCN1CCC(=NNC(=O)CSc2cc(C)c(Br)cc2C)CC1	1.1%
7	35.2	1.4	-28.6%	Cc1ccc(-c2ccc(/C=N\NC(=O)c3cc4c(ccc5ccccc54)o3)o2)cc1[N+](=O)[O-]	-0.5%
8	8.0	-0.5	3.2%	Cc1nc2ccccc2c(=O)n1NC(=O)c1ccccc1Cl	-5.9%
9	46.0	1.0	-2.4%	Cc1c(NC(=O)C(C)Sc2n[nH]c(N)n2)c(=O)n(-c2ccccc2)n1C (stereo not given)	15.5%
10	-15.1	9.7	9.6%[2.29 µM]	COC(=O)c1cc(OC)c(OC)cc1NC(=O)Cn1nnc(-c2ccccc2Cl)n1	-7.4%
11	-28.6	1.1	1.5%	Cc1cc(C)nc(NC2=NCC(=O)N2c2cccc(Cl)c2)n1	-4.2%
12	71.7	7.3	nt	O=C(CN1CCN(c2ccccc2O)CC1)NC(c1ccccc1)c1ccccc1	1.9%
13	?	-2.4	17.9%	NC(=O)c1ccsc1NC(=O)COC(=O)Cc1cccc2ccccc12	-17.6%
14	34.4	nt	nt	Cc1cccc(OCC(=O)NNC(=O)C2CCCCC2C(=O)O)c1 (stereo not given)	-4.2%
15	?	11.7	?	Cc1ccc(CNC(=O)c2cn(C3CCCC3)c(=O)c3c2c2ccccc2n3C)o1	?

The closing four entries of the section above are carried over, then new ones follow.
no.	PNC assembly inh	IMPase cell inh	ALOX15B inhib	molecule	12-hLO inh
12	71.7	7.3	nt	O=C(CN1CCN(c2ccccc2O)CC1)NC(c1ccccc1)c1ccccc1	1.9%
13	?	-2.4	17.9%	NC(=O)c1ccsc1NC(=O)COC(=O)Cc1cccc2ccccc12	-17.6%
14	34.4	nt	nt	Cc1cccc(OCC(=O)NNC(=O)C2CCCCC2C(=O)O)c1 (stereo not given)	-4.2%
15	?	11.7	?	Cc1ccc(CNC(=O)c2cn(C3CCCC3)c(=O)c3c2c2ccccc2n3C)o1	?
16	38.7	6.6	-3.3%	COc1cc(OC)c(Cl)cc1N	-3.6%
17	4.1	10.3	14.8%	CCOC(=O)c1c(C)n(C)c2ccc(OCC(O)CN3CCC(C)CC3)cc12 (stereo not given)	1.3%
18	?	-1.3	6.4%	CCOC(=O)c1nn(C23CC4CC(CC(C4)C2)C3)c2c1C(=O)N(c1ccc(C)cc1)C2=O	-5.0%
19	3.7	12.3	-18.7%	Cc1ccc(Nc2c([N+](=O)[O-])c(=O)n(C)c3ccccc23)cc1C	-1.5%
20	-22.7	2.2	0.3%	CCOc1ccc(CCNC(=O)c2cc3sc(Cl)cc3n2C)cc1OCC	-4.9%
21	-12.2	-15.7	-8.6%	Cc1ccc(C)c(NS(=O)(=O)c2cc(Br)cnc2N)c1	-9.3%
22	?	-1.5	4.2%	O=C(Nc1ccccc1)N1CCSCC1	-3.8%
23	47.4	5.1	12.3%	Cc1ccc(Sc2nc(C)cc(C)c2S(C)(=O)=O)cc1	-7.9%
24	-13.8	nt	nt	Cc1ccnc(SCc2cc(=O)c(OC(=O)c3cc([N+](=O)[O-])ccc3Cl)co2)n1	-7.1%
25	nt	nt	?	CCOc1nc2cccc(C(=O)OC(C)OC(=O)OC3CCCCC3)c2n1Cc1ccc(-c2ccccc2-c2nn[nH]n2)cc1 (stereo not given)	-6.8%
26	9.0	nt	nt	Cc1ccc2nc(NC(=O)c3ccc(S(=O)(=O)N4CCCc5ccccc54)cc3)sc2c1	3.7%
27	?	4.1	nt	O=C(CSc1nccc(=O)[nH]1)Nc1ccc(S(=O)(=O)N2CCOCC2)cc1	0.9%
28	5.7	2.8	-8.9%	CC(NC(=O)C1(C)CC1(Br)Br)C(C)(C)C (stereo not given)	-0.9%
29	332.0	-6.6	nt	CC1CN/C(=C\C(=O)c2ccc(Cl)cc2)C(=O)N1 (stereo not given)	6.7%
30	21.8	6.1	0.7%	CC(=O)Nc1ccc(NC(=O)/C(Cl)=C/c2ccccc2)cc1	-9.3%

Going on with the list.
no.	PNC assembly inh	IMPase cell inh	ALOX15B inhib	molecule	12-hLO inh
31	6.8	3.5	-0.3%	CC(=O)c1cccc(NC(=O)C2CCN(S(=O)(=O)c3cccs3)CC2)c1	-4.7%
32	23.9	4.0	1.5%	O=C(c1ccc(N2CCNCC2)cc1)c1cccnc1	-11.7%
33	?	8.8	nt	CCCCN1C(=O)/C(=C(/C#N)C(N)=O)c2ccccc21	-3.9%
34	41.9	nt	nt	S=C(N/N=C/c1ccccc1)N1CCOCC1	-5.6%
35	28.4	7.5	-1.6%	CO/N=C/c1ccc(N2CCN(C(=O)c3ccc(C)cc3)CC2)c([N+](=O)[O-])c1	-3.8%
36	-21.4	-5.8	1.9%	O=C(CC(c1ccccc1)c1ccccc1O)NCCN1CCOCC1 (stereo not given)	-3.5%
37	-2.7	nt	nt	Cc1ccc(S(=O)(=O)N(Cc2ccccc2)c2ccccc2C(=O)Nc2ccccc2C(=O)NCc2ccco2)cc1	-4.7%
38	6.3	-7.9[1.84 µM]	-14.6%[11.4 µM]	O=c1[nH]c(N2CCc3ccccc3C2)nc2c1CCC2	-0.1%
39	47.0	-2.5	0.2%	O=C(c1ccc(Cl)c(S(=O)(=O)Nc2ccc(F)cc2)c1)N1CCN(c2ccccn2)CC1	1.7%
40	?	-4.1	-11.0%	O=C(O)/C=C1\NC(=O)c2ccccc21	-3.0%
41	11.1	-4.8	14.1%	O=C(O)C1CSCN1S(=O)(=O)c1cccc2nsnc12 (stereo not given)	-2.0%
42	-11.5	0.1	-2.2%	CCOc1ccc(CCNC(=O)CCCN2C(=O)c3ccccc3C2=O)cc1OCC	2.1%
43	31.0	-7.1	0.6%	COc1ccc(S(=O)(=O)Cc2ccc(C(=O)NC3CCCC3)o2)cc1	4.7%
44	?	-4.1	-2.8%	COc1ccc(N(CC(=O)NC2CCCC2)C(=O)Cn2nnc(-c3ccc(F)cc3)n2)cc1OC	-5.2%
45	2.6	-0.5	-17.4%	COC(=O)c1[nH]c2ccc(Cl)cc2c1NC(=O)Oc1ccccc1	?

(continued)
no.	PNC assembly inh	IMPase cell inh	ALOX15B inhib	molecule	12-hLO inh
46	36.0	nt	nt	Cc1ccc2occ(-c3nn[nH]n3)c(=O)c2c1	-2.6%
47	6.4	5.6	-1.8%	N#Cc1nc(Cc2cccc3ccccc23)oc1N1CCCCC1	-13.5%
48	-18.3	3.4	1.2%	O=C(O)Cc1nc2nc3c(c(=O)n2[nH]1)CCCC3	1.3%
49	?	-3.1	-3.1%	Cc1n[nH]c(C)c1S(=O)(=O)N1CCC(C(=O)N2CCn3c2nc2ccccc23)CC1	0.6%
50	78.8	nt	nt	O=C(/C(=N\Nc1ccc(Br)cc1)Sc1nnnn1-c1ccccc1)c1ccccc1	3.3%
51	-13.9	10.6	-1.3%	COCCNC(=O)C1CCC(Cn2c(=S)[nH]c3ccccc3c2=O)CC1 (stereo not given)	-2.7%
52	-2.2	-26.0	3.6%	S=c1[nH]nc(-c2cccnc2)o1	2.4%
53	?	nt	nt	OC(CNCCC1C=Nc2ccccc21)Cn1c2ccc(Cl)cc2c2cc(Cl)ccc21 (stereo not given)	-27.9%
54	-5.5	-14.3	-11.1%	O=C(OCC(=O)N1CCN(c2ccccc2)CC1)c1ccccn1	1.1%
55	4.8	4.0	10.9%	CC(=O)c1cccc(NC(=O)N2CCCC2C(=O)Nc2c(C)cccc2C)c1 (stereo not given)	2.7%
56	56.1	8.5	7.4%	O=C(c1ccccc1)N1CCN(Cc2c[nH]c3ccccc23)CC1	0.7%
57	23.3	nt	nt	CNC(=S)N(CCc1cccc(C)c1)Cc1cc2cc(OC)c(OC)cc2[nH]c1=O	-16.8%
58	?	10.4	2.3%	C=CCn1c(CCCNC(=O)C(C)(C)C)nc2ccccc21	-5.0%
59	?	0.4	-0.2%	Cc1oc(C(=O)Nc2ccc(C(=O)O)cc2)cc1COc1ccccc1	-3.5%
60	?	?	6.9%[11.4 µM]	Cc1cc(C)nc(Nc2ncc(O)n2-c2ccc(C)c(Cl)c2)n1	-0.5%

Later entries.
no.	PNC assembly inh	IMPase cell inh	ALOX15B inhib	molecule	12-hLO inh
61	84.7	2.5	nt	Cc1cccc(-n2c(C)nc3cc(C(=O)NCc4ccc5c(c4)OCO5)ccc32)c1	9.3%
62	24.8	3.4	-6.9%	COc1ccc(CCN2C(=O)C3C4CC(C5C(C(=O)NN)=NOC45)C3C2=O)cc1OC (stereo not given)	1.4%
63	nt	20.4[20.6 µM]	13.5%[25.6 µM]	O[C@@](CCN1CCCC1)(c1ccccc1)C1CCCCC1	2.7%[25.6 µM]
64	-11.3	-1.1	0.6%	Cc1occc1C(=O)Nc1ccc2c(c1)OCO2	-6.1%
65	38.3	-2.4	-7.0%	COc1ccc(C(C(=O)NC2CCCCC2)N(C(=O)CCCC(=O)Nc2ccccn2)c2ccc3c(c2)OCCO3)cc1 (stereo not given)	2.1%
66	26.5	5.4	-3.2%	O=S(=O)(Nc1nccs1)c1ccc(Cl)cc1	-1.5%
67	5.8	0.0	-7.5%	COc1ccc2c(Cl)c(C(=O)NC3CCS(=O)(=O)C3)sc2c1 (stereo not given)	-5.1%
68	-13.7	nt	nt	Cc1ccc(S(=O)(=O)NCC(=O)OCC(=O)c2cc(C)n(-c3ccccc3)c2C)cc1	-0.5%
69	15.9	11.3	-4.9%	COC(=O)c1ccc2[nH]c(C)cc(=O)c2c1	-3.1%
70	?	12.8	-11.8%	COc1ccc(C(C(=O)NC2CCCCC2)N(Cc2cccs2)C(=O)Cc2c[nH]c3ccccc23)cc1OC (stereo not given)	1.7%
71	?	0.0	9.9%	O=C(O)C1CCN(S(=O)(=O)N2CCOCC2)CC1	-3.6%
72	nt	nt	-2.8%	Cc1noc(C)c1C(=O)N1CCC[C@@]2(CCN(C(=O)Nc3cccc(F)c3)C2)C1	1.5%
73	75.6	-28.7	10.8%	Cn1c(=O)cc(SCC(=O)N2CCCC2)c2ccc(Cl)cc21	1.6%
74	21.2	15.8	13.9%	O=C(NCCN1CCOCC1)C1CCN(c2nc3ccccc3o2)CC1	-2.4%
75	42.2	2.4	-1.5%	COCCOC(=O)C1=C(C)NC(=O)NC1c1ccc(Cl)cc1 (stereo not given)	3.2%

The list goes on.
no.	PNC assembly inh	IMPase cell inh	ALOX15B inhib	molecule	12-hLO inh
76	-18.9	nt	nt	C[C@H](CCC(=O)O)[C@H]1CC[C@H]2[C@@H]3C(=O)C[C@@H]4CC(=O)CC[C@]4(C)[C@H]3CC(=O)[C@]12C	-1.2%
77	36.3	5.7	nt	CCN1CCN(C(=S)NCCc2ccccc2)CC1	9.0%
78	?	nt	nt	CCOC(=O)c1c(-c2ccccc2)csc1NC(=O)CSc1nc(C)cc(C)n1	-1.3%
79	?	-2.0	-4.9%	O=C(NC(C(=O)O)c1ccccc1)c1ccccc1 (stereo not given)	-1.8%
80	?	6.3	-8.0%	CS(=O)(=O)N1CCN(c2c(Cl)cccc2[N+](=O)[O-])CC1	0.9%
81	-13.1	25.4	5.3%	Cc1ccccc1NC(=O)c1ccc(F)c(S(=O)(=O)N2CCN(c3ccccn3)CC2)c1	2.7%
